SR-BI DiI-HDL act – activators of SR-BI mediated DiI-HDL uptake, primary screen, ldlA[mSR-BI] CHO cells, DiI fluorescence | 3 h; 100 = double the neutral-control signal | activation, % at 12.5 µM | hit rate 0.096% among 320,000;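 active = mean replicate activation of at least 60% and every replicate at or above 60%; inconclusive = mean or all-replicate condition met, but not both; inactive = mean below 60% and not all replicates reaching 60%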;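 also: 0% = median plate neutral-control signal and 100% = twice that signal; values of inactives mirror those of a sister screen read the other way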
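System: LDL receptor-deficient CHO ldlA cells overexpressing murine SR-BI | Timing: 3 h uptake period with compound, 37 °C | Medium: HEPES-buffered (25 mM, pH 7.4) F12 plus 0.5% BSA | Dosing: Single-point compound dose | Signal: Bottom-read fluorescence, 550/595 nm | Read-out: Retained DiI signal reflecting DiI-HDL uptake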
MITF act – activators of MITF-driven TRPM1 promoter reporter, primary screen, cell-based, SK-MEL-5, luciferase, single point. SK-MEL-5 TRPM1-promoter luciferase, 24 h; % of positive control, neutral wells = 0. activation, % at 12.5 µM. hit rate 0.75% among 300,000. AID 588334, 2011;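 active = mean activation of at least 80% with every replicate also reaching 80%; inconclusive = mean reaches 80% but some replicate falls short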;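 also: 0% = neutral control wells and 100% = parthenolide positive control wells; values of inactives mirror those of a sister screen read the other way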
Rtt109 Vps75 – inhibitors of C. albicans Rtt109/Vps75 HAT, primary screen, biochemical, ThioGlo CoA-SH fluorescence, plate reader; inhibition, % at 34.9 µM; hit rate 0.16% among 330,000; purified Rtt109/Vps75, 4 h; Histone acetyltransferase RTT109 (Candida albicans (strain SC5314 / ATCC MYA-2876)), …;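 active = inhibition of at least 50% in every replicate; inconclusive = best replicate reaches 50% inhibition but some replicates fall short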
dFosB act – activators of delta FosB homodimer, primary screen, biochemical, fluorescence polarization, TAMRA-CDK5 oligo, single point. purified delta FosB; percent of positive-control signal above neutral wells. activation, % at 25 µM. Protein FosB (Mus musculus), P13346. AID 493131, 2011. hit rate 0.99% among 340,000;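 active = mean activation above about 17%, with every replicate also reaching it, limit read from the data, passing the limit was not always enough; inconclusive = only one of the two conditions met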;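 also: fluorescence polarization rise as delta FosB binds a TAMRA Cdk5 AP-1 oligo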
Target sequence (P13346 whole entry, looked up): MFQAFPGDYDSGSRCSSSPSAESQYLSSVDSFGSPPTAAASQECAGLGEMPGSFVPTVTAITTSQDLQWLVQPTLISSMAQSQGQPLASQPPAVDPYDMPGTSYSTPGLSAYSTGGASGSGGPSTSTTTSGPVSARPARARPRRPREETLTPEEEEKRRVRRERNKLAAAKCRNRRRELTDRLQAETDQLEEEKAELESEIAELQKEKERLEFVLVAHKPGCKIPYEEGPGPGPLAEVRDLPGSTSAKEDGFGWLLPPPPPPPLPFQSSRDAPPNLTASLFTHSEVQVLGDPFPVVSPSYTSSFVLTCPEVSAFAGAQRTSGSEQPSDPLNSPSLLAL
CDK5 p35 inh – inhibitors of human CDK5/p35 kinase, primary screen, biochemical, single concentration; Cyclin-dependent kinase 5 (Homo sapiens) + Cyclin-dependent kinase 5 activator 1 (Homo …; Recombinant CDK5/p35, ADP-Glo luminescence, 60 min; inhibition, % at 10 µM; hit rate 0.01% among 330,000; AID 488839, 2010;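 active = highest replicate inhibition of at least 50% and at least 75% of replicates reaching 50%; inconclusive = only one of the two criteria met; inactive = both criteria failed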;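 also: plate controls were DMSO neutral control for no effect and GW8510 at 10 µM for full effect; many of its hits are not listed in these tables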
Target sequence (Q00535 whole entry, looked up): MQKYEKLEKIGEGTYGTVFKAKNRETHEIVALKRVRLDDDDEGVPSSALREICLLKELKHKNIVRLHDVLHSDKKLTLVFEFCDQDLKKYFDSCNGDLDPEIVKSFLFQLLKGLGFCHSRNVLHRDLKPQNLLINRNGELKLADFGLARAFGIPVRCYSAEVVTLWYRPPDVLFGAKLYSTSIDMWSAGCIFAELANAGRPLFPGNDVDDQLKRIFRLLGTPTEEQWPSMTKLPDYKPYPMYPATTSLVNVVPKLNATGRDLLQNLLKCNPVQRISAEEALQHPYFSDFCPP
Target sequence (Q15078 whole entry, looked up): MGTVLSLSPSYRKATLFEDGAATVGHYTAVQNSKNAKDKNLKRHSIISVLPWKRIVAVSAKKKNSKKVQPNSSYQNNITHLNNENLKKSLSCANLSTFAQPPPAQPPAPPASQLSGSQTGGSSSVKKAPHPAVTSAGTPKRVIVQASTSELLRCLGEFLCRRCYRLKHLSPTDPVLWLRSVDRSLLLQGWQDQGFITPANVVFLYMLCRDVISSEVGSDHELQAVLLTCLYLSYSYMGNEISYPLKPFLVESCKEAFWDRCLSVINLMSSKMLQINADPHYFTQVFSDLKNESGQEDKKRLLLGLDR
HTR5A ag ctr – HTR5A agonists in luminescence cell assay, primary screen, counter-screen for OPRM1-OPRD1 heterodimer agonist project, full-deck HTS | 5-hydroxytryptamine receptor 5A (Homo sapiens), P47898 | cell-based | activation, % at 9.3 µM | hit rate 0.61% among 340,000; in the data active = activation mostly above about 9.5%, no sharp cut-off; inactive = mostly below about 7.6%;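 also: 0% = cells with vehicle only and 100% = reference agonist; strong numbers were not always called active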
RTF Ca sens act – cardiac RTF calcium sensitivity activators, primary screen, biochemical, IANBD-TnC fluorescence, EC20 calcium | AID 493008, 2010 | IANBD-labeled TnC RTF fluorescence at EC20 calcium; 0% EC20 calcium, 100% full calcium | activation, % at 7.2 µM | hit rate 0.24% among 340,000 | Troponin I, cardiac muscle (Homo sapiens) + Troponin T, cardiac muscle (Homo sapiens) + …;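 active = activation above the mean over all tested compounds plus 3 SD, cut at about 30% in these data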;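 also: rise in fluorescence read as greater calcium sensitivity of cardiac thin filaments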
Wnt bcat act – Wnt/beta-catenin pathway activators, primary screen, cell-based, plate reader, single point; hit rate 1.2% among 300,000; Wnt/beta-catenin reporter cell assay, activator; AID 743398, 2014; activation, % at 9.35 µM; in the data active = activation above about 30%, passing the limit was not always enough; inconclusive = no clear call, values can overlap the other calls;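 also: 0% = neutral control wells and 100% = positive control wells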
SR-BI DiI inh – inhibitors of SR-BI mediated HDL lipid uptake, primary screen, ldlA[mSR-BI] cells, fluorescence, single point | ldlA[mSR-BI] CHO cells, DiI-HDL uptake fluorescence, 3 h | inhibition, % at 12.5 µM | Scavenger receptor class B member 1 (Mus musculus), Q61009 | hit rate 0.96% among 320,000;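 active = mean replicate inhibition of at least 70% and a set share of replicates each scoring 70 or more; inconclusive = meets just one of the two criteria; inactive = fails both criteria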;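 also: 0% = median of neutral control wells and 100% = median of positive control wells; values of inactives mirror those of a sister screen read the other way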
PvdQ acylase – P. aeruginosa PvdQ acylase inhibitors, primary screen, biochemical, fluorescence, plate reader and imaging, single point; inhibition, % at 10 µM; purified PvdQ acylase; PvdQ acylase [Pseudomonas aeruginosa LESB58]; AID 488965, 2010; hit rate 0.063% among 340,000; in the data active = inhibition above about 30%, passing the limit was not always enough; inconclusive = no clear call, values can overlap the other calls;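 also: 0% = vehicle neutral wells and 100% = reference inhibitor wells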
* = called active by the depositor; i = inactive; ? = inconclusive; · = no result given; & = joins results of further samples.

SMILES	SR-BI DiI-HDL act	MITF act	Rtt109 Vps75	dFosB act	CDK5 p35 inh	HTR5A ag ctr	RTF Ca sens act	Wnt bcat act	SR-BI DiI inh	PvdQ acylase
Cc1ccc(OCc2nnc(SCC(=O)c3cccc([N+](=O)[O-])c3)n2C)cc1	-42.1	-4.4	-16.9	-10.2	-0.6	5.5	-8.2	-16.2	42.1	-10.1
COC(=O)Cn1c(=NC(=O)C(C)(C)C)sc2c(C)cc(C)cc21	-15.7	·	6.4	-8.8	-1.4	-2.1	7.2	5.3	15.7	16.0
CC(C)(C)c1cc(C(C)(C)C)n(-c2ccccc2)n1	-26.4	-1.8	6.4	3.4	-0.6	2.5	-1.8	·	26.4	-5.1
CC[C@]12c3[nH]c4ccccc4c3CCN1C(=O)C(CC(=O)NCCC1=CCCCC1)C[C@@H]2C(=O)N1CCN(C(=O)C2CC2)CC1 (stereo partly drawn)	-7.5	-4.0	2.8	-17.3	1.0	0.7	-6.5	-4.1	7.5	-10.7
Cc1ccccc1-c1noc(-c2ccccc2C(=O)O)n1	13.3	-12.8	-9.0	-3.4	-6.0	1.8	8.7	-0.7	-13.3	-16.4
Cc1ccc(-c2ccc(=O)n(CC(=O)N3CCN(c4cccc(C)c4)C(C)C3)n2)cc1 (stereo not drawn)	-16.2	-6.7	-1.7	-12.7	-13.9	-0.3	13.4	-2.0	16.2	-21.9
Cc1cc(Cl)ccc1OCCCC(=O)NNC(=O)c1ccccc1O	-108.8	-10.8	-8.2	-2.3	-2.3	-7.7	2.4	-7.7	108.8*	-5.0
COC(=O)c1ccc(NC(=O)c2cccc(NC(=O)c3ccco3)c2)cc1	749.2*	·	3.6	16.9*	-0.8	3.4	0.3	-1.8	i	-7.8
O=C(Nc1ccccc1N1CCCCC1)c1cc(S(=O)(=O)N2CCOCC2)ccc1Cl	-21.3	-12.9	3.0	-7.0	-0.8	1.0	1.2	-4.8	21.3	-9.1
Cc1ccc(NC(=O)CNC(=O)c2cccc(C)c2)nc1	-13.7	-17.3	5.2	-1.4	1.1	4.5	-1.6	-0.7	13.7	-2.4
O=C(c1ccco1)N1CCN(CC(O)COc2ccc(Br)cc2)CC1 (stereo not drawn)	-2.1	9.1	0.9	-6.6	-0.6	2.4	-2.2	5.0	2.1	-8.9
CC(C)CCNC(=O)CCCc1ccccc1	6.8	4.6	0.4	6.7	-0.7	-9.9	3.3	4.0	-6.8	13.9
CCC(CO)Oc1cc(NC(=O)c2ccccc2N)c2ncn(C(C)C)c2c1 (stereo not drawn)	-9.9	·	2.5	-8.8	0.6	6.1	0.7	1.4	9.9	-1.7
COc1cccc(OC)c1/C(O)=C(\C#N)c1nc2ccccc2[nH]1	-18.3	4.0	-11.2	-5.5	5.3	-0.9	-2.1	-0.8	18.3	8.6
O=C(COc1ccccc1C(=O)NCC1CCCO1)Nc1ccc(Cl)cc1Cl (stereo not drawn)	-14.6	-4.6	-7.1	-11.8	1.3	-2.5	1.8	-1.4	14.6	-16.7
CCC(=O)c1ccc(OCC(=O)Nc2nc(-c3cccnc3)cs2)cc1	-1.9	-2.9	-7.8	-2.6	1.2	5.4	-13.7	-1.6	1.9	-0.2
CCOn1c(=O)c[n+]([O-])c2ccccc21	8.9	-16.3	1.8	2.7	0.9	0.4	4.2	-0.7	-8.9	-2.1
COc1ccc([N+](=O)[O-])cc1NC(=O)CCSCCc1ccccn1	·	3.7	1.9	-2.8	0.5	-3.1	-3.2	0.5	·	1.5
CCN(C(=O)COC(=O)c1ccc2ccccc2n1)c1c(N)n(Cc2ccccc2)c(=O)[nH]c1=O	13.0	0.2	1.1	-17.6	0.4	-0.2	-2.0	-3.7	-13.0	-9.8
O=C(NC1CCN(C(=O)N2c3ccccc3Sc3ccccc32)CC1)c1ccccc1F	-46.0	-6.5	-6.2	-8.1	-0.4	16.4	-0.9	1.1	46.0	-11.6
Cc1ccc(C)c(OCC(=O)Nc2ccc(C(=O)O)cc2NC(=O)COc2cc(C)ccc2C)c1	7.1	1.7	-2.6	-7.3	-6.4	-0.7	-3.1	-5.6	-7.1	-26.7
Cn1ncc(N2CCN(S(=O)(=O)c3ccc(Br)cc3)CC2)c(Cl)c1=O	12.9	-4.3	-2.4	-7.4	2.3	-0.5	7.8	-11.9	-12.9	8.3
CCOC(=O)C1=C(CC)Nc2ccccc2N/C1=N\S(=O)(=O)c1ccccc1F	1.8	7.2	-4.6	-6.6	-0.7	3.0	-0.1	-0.2	-1.8	-10.6
Cc1ccc(S(=O)(=O)NC(=O)NN2CCCCCC2)cc1	11.3	6.4	2.3	4.7	-1.2	0.3	3.5	0.2	-7.5	-5.4
CCOc1ccc(N=C(NC#N)SCC(=O)NC2CC2)cc1	-9.1	-3.6	1.1	-4.6	0.7	-1.9	-1.8	·	9.1	11.4
O=C(CCCOc1ccccc1)N1CCN(S(=O)(=O)c2ccc(Cl)cc2)CC1	24.1	-1.6	-2.9	-8.4	-0.2	4.8	2.0	-0.1	-24.1	-20.0
O=C(Nc1cccc(Cl)c1N1CCOCC1)c1ccc(Br)o1	-18.0	21.4	-0.8	-2.0	-0.6	0.7	6.5	0.9	18.0	-10.2
CSc1ccc(C(=O)C2CCCN(C(=O)CN3CCOC3=O)C2)cc1 (stereo not drawn)	-5.9	2.9	-4.9	-9.0	-1.2	3.8	-2.2	9.6	5.9	-7.8
Cc1cccc2c(=O)c(-c3ccc(Cl)cc3)c(NC(=O)c3ccco3)oc12	4.4	-9.4	-2.9	-7.6	·	4.0	-0.8	1.1	-4.4	-3.4
COc1cccc(-n2c(CN3CCN(c4ccc(C)cc4)C(C)C3)nc3ccc([N+](=O)[O-])cc3c2=O)c1 (stereo not drawn)	-8.1	-19.4	-1.2	-6.0	4.4	-1.9	-4.9	-1.5	8.1	-1.3
O=C(OCC(=O)N1CCCc2ccccc21)c1ccccc1OC(F)F	-6.6	-10.8	9.6	0.9	0.0	-1.3	-2.0	-3.9	6.6	-14.0
NC(=O)C1CCN(C(=O)CNC(=O)c2ccc(F)cc2)CC1	-6.9	-1.0	-13.2	1.1	-1.5	4.6	0.8	0.6	6.9	26.7
CCOC(=O)c1ccccc1NC(=O)CN1C(=O)CCS(=O)(=O)c2ccccc21	0.2	1.8	1.9	-6.8	0.3	-1.8	4.9	·	-0.2	-6.0
CCN(CC)S(=O)(=O)c1ccc(C(=O)NCC2CCCCC2)cc1	·	-0.6	2.5	-7.9	-1.1	1.5	-6.2	-3.3	·	-4.7
CCCC(=O)Nc1nc(-c2ccc3c(c2)OCCO3)cs1	-3.6	90.7*	-4.4	-10.2	-0.2	3.1	1.7	25.2	3.6	-4.9
O=C(O)c1ccc(N2C(=O)CCCC2=O)cc1	-9.6	-16.5	-5.9	-7.3	0.0	-1.6	2.8	4.0	9.6	-10.6
Cc1ccc(NC(=O)Cn2cc(C(F)(F)F)cc(Cl)c2=O)cc1Cl	-14.4	0.6	·	22.7*	-0.8	0.2	0.3	-5.6	14.4	-6.2
Cc1c(NS(C)(=O)=O)cccc1-c1nc2cccnc2s1	-12.7	33.9	-3.8	-5.1	0.3	-1.4	-2.0	-1.3	12.7	7.5
OCCNC(=S)Nc1ccc2c(c1)OCCO2	12.8	12.3	-10.0	-11.4	0.2	1.2	-3.5	5.8	-12.8	0.9
COc1ccc(C(=O)NC(C)c2nc3ccccc3[nH]2)cc1OC (stereo not drawn)	-7.0	1.6	·	1.8	-0.3	-4.5	-3.0	·	7.0	-7.4
O=C(COn1nnc2ccc(C(F)(F)F)cc21)Nc1c(Cl)cccc1Cl	1.7	-5.4	-1.0	-8.7	0.0	-2.3	-3.3	-1.3	-1.7	1.2
Cc1cccc(/C(N)=N/OC(=O)COc2ccc(Cl)c(C)c2)c1	6.2	3.6	0.1	-0.6	0.4	2.3	-2.3	-2.7	-6.2	-1.9
COc1cccc(NC(=O)CN2C(=O)C(=O)N(C3CCCC3)C2=O)c1	5.4	17.0	-3.0	1.7	-0.6	1.2	-6.8	-3.9	-5.4	4.0
CCOc1c(Cl)cc(/C=C/C(=O)N(CC)CC(=O)Nc2ccc(NC(C)=O)cc2)cc1OC	-62.4	3.7	-2.0	-20.2	-1.8	-2.5	3.0	-2.6	62.4	-5.5
CC(C)CNC(=O)CN1C(=O)NC(Cc2c[nH]c3ccccc23)C1=O (stereo not drawn)	2.7	1.8	-12.5	-3.4	-2.5	-1.9	4.3	-0.4	-2.7	-9.0
CCCCOc1cc(C(=O)NCCN(CC)CC)c2ccccc2n1	15.4&-1.9	15.1&2.3	-0.3&0.3	-6.0&3.3	-1.2&-0.2	-5.6&-3.7	-2.0&-2.2	-1.3&-5.3	10.5&6.5	-14.0&-8.7
COc1cccc(NC(=O)C2CCCO2)c1 (stereo not drawn)	8.5	4.1	-8.8	0.5	0.4	-1.6	2.3	4.8	-8.5	-8.9
CCS(=O)(=O)n1nc(-c2ccccc2)nc1NCc1ccco1	-15.5	·	-3.9	1.8	0.2	-5.2	-4.5	·	15.5	1.8
Cc1ccc(-n2cc(CNC(C)c3cnn(C)c3C)c(-c3ccc(F)cc3)n2)cc1 (stereo not drawn)	1.0	-21.5	-0.5	-6.9	1.9	7.6	-3.3	-2.0	-1.0	-10.3
CNC(=S)Nc1ccc([N+](=O)[O-])cc1	8.9	1.8	-0.3	-6.7	2.0	-1.7	4.5	-2.7	-8.9	7.0
CC(=O)Nc1cccc(NC(=O)c2cc3ccccc3o2)c1	-20.8	?	5.5	-20.1	2.3	3.7	-3.1	50.6*	20.8	-2.2
COC(=O)c1ccc(COC(=O)C(CCS(C)(=O)=O)N2C(=O)c3ccccc3C2=O)cc1 (stereo not drawn)	9.8	-0.9	-0.2	-1.8	0.4	3.9	0.7	-2.8	-9.8	-8.5

Rows were taken by chance; any-hit rate near 4.4%.
